# Rab9 promoter act: qHTS Assay for Rab9 Promoter Activators. Huh7 Rab9 promoter-luciferase reporter, luminescence, 24 h. Potency, µM (series often up to 9.22 µM), for inactives: at the top dose activation, negative = inhibition, most hits filed as activators. 2.8% of 320,000 active. AID 485297, 2010; note: % of control where 0% means no effect; nearly all actives have a fitted effect of over 60% in size
#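 Cell-based reporter: Huh7 stable for Rab9 promoter-driven luciferase, plated in reduced-serum medium with 10% FBS at 1500 cells/well, compound-treated 24 h at 37 °C, luminescence read after 10 min reagent.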
# MBNL1-CUG inh: qHTS Assay for Inhibitors of MBNL1-poly(CUG) RNA binding; TR-FRET MBNL1-His/biotin-(CUG)12 binding, 665/545 ratio; Potency, µM (top dose mostly 57.5 µM), inactives show at the highest dose activity change, negative = inhibition, hits mostly inhibitors; AID 2675, 2010; 0.036% of 280,000 active; active = well fitted inhibition curve with a large enough effect in the signal ratio, with a control signal flat, not every such curve was filed as active; inconclusive = small, poorly fitted or top-dose-only effect, or effect the other way, or a change in a side signal; inactive = no such curve, though single readings can be large or run the other way; the % refers to the signal ratio; note: % is set by controls: 0 for no effect and ±100 for the full control effect
# Target sequence (Q9NR56 whole entry, looked up): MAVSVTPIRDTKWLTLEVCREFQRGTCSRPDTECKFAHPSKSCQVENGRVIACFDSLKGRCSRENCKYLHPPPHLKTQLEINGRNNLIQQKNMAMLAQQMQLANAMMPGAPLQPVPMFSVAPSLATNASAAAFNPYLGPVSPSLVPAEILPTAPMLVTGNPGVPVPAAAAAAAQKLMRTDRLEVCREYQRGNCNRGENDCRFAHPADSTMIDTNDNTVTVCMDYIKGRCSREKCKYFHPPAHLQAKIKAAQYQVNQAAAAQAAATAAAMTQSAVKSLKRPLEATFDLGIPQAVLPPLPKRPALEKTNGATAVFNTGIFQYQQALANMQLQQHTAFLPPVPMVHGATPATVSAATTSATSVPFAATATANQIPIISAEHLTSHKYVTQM
#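 Ratiometric TR-FRET (665 over 545 nm, excitation 340 nm) tracks disruption of MBNL1-His/biotin-(CUG)12 complex after 60 min at room temperature, with compounds at 92 nM to 58 uM final.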
# ELG1 genotox: qHTS screen for small molecules that induce genotoxicity in human embryonic kidney (HEK293T) cells expressing luciferase-tagged ELG1; 1.3% of 330,000 active; HEK293T ELG1-luciferase reporter, luminescence, 16 h; Potency, µM (doses to about 46 µM), for the others: top-dose activity change, positive = activation, hits mostly activators; note: % of control where 0% means no effect; nearly all actives have a fitted effect of over 60% in size
#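 16 hr compound incubation (37 °C, 5% CO2) of HEK293T cells carrying luciferase-tagged ELG1; luciferase then measured by ONE-Glo luminescence after 30 min at RT.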
# VP16 counter: VP16 counterscreen qHTS for inhibitors of ROR gamma transcriptional activity. Drosophila S2 Gal4-VP16 UAS-luciferase, luminescence, 20 h. 3.5% of 310,000 active. Potency, µM (titrated, usually from 53.6 µM), without a hit: at the highest dose activity, negative = inhibition, hits mostly inhibitors;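 note: Gal4-VP16 expression switched on by copper sulfate through the metallothionein promoter; % is set by controls: 0 for no effect and ±100 for the full control effect; nearly all actives have a fitted effect of over 50% in size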
# p53 reactivator: qHTS assay for re-activators of p53 using a Luc reporter; 0.063% of 320,000 active; H1299 p53-A138V BP100-luciferase reporter, luminescence, 24 h; Potency, µM (highest dose often 92.2 µM), without a hit: at the highest dose activity change, positive = activation, hits mostly activators; note: % of control where 0% means no effect; nearly all actives have a fitted effect of over 45% in size
#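 H1299 (p53-null), stable ts p53-A138V + BP100-Luc; 1000 cells/well, Opti-MEM/10% FBS; cpd 4 pt, 1:5; 24 h, 37 deg C, 5% CO2; detection reagent 10 min RT; luminescence.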
# NPC1 prom act: qHTS Assay for NPC1 Promoter Activators | Huh7 NPC1 promoter luciferase reporter, 24 h | Potency, µM (titrated, usually from 9.22 µM), without a hit: at the highest dose activation, hits mostly activators | 2.4% of 320,000 active | AID 485313, 2010;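 note: % of control where 0% means no effect; nearly all actives have a fitted effect of over 60% in size; reporter is driven by a mutant NPC1 promoter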
#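 Luminescence from an NPC1 promoter-driven luciferase reporter in stably transfected Huh7 cells was measured after 24 h compound treatment at 37 °C, followed by 10 min ambient incubation with luciferase detection reagent.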
# BRCA1 expr act: qHTS Assay to Identify Small Molecule Activators of BRCA1 Expression. MCF7-BRCA1-FFLuc reporter, luminescence, 48 h; response scale: scaled: vehicle 0%, 10 µM genistein 100%. Potency, µM (series often up to 46.1 µM), for the others: at the top dose activation, actives largely listed as activators. 1.1% of 380,000 active; note: nearly all actives have a fitted effect of over 80% in size; some results filed as inactive show a strong effect at the top dose
#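 Activators of BRCA1 expression were detected as increased firefly luciferase luminescence in engineered MCF7 cells after 48 h compound incubation. Signals were scaled to genistein 10 microM as full activation.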
# RORgamma inh: qHTS for inhibitors of ROR gamma transcriptional activity; Nuclear receptor ROR-gamma (Mus musculus), P51450; Drosophila S2 Gal4-RORgamma UAS-luciferase reporter, 20 h; Potency, µM (doses to about 53.6 µM), inactives show top-dose activity change, negative = inhibition, actives largely listed as inhibitors; 5.4% of 310,000 active; AID 2551, 2010; note: % is set by controls: 0 for no effect and ±100 for the full control effect; nearly all actives have a fitted effect of over 60% in size
#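 ROR gamma transcriptional activity was tracked as Gal4-UAS luciferase output in stably transfected Drosophila Schneider cells, with compound added 1 hr before 700 uM copper sulfate induction and a 20 hr ambient-temperature incubation.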
# uPA surface inh: qHTS for Inhibitors of Cell Surface uPA Generation. cell surface uPA generation assay, qHTS. Potency, µM (highest dose often 38.3 µM), for inactives: at the highest dose activity change, negative = inhibition, hits mostly inhibitors. 0.31% of 330,000 active. AID 540303, 2011; active = well fitted inhibition curve with a large enough effect; inconclusive = small, poorly fitted or top-dose-only effect; inactive = no such curve, though single readings can be large or run the other way; tested in mouse RAW 264.7 cells; note: % is set by controls: 0 for no effect and ±100 for the full control effect; nearly all actives have a fitted effect of over 55% in size
# FLuc modulator: qHTS profiling assay for firefly luciferase inhibitor/activator using purifed enzyme and Km concentrations of substrates (counterscreen for miR-21 project). purified FLuc, Km substrates, luminescence inhibition. Potency, µM (titrated, usually from 57.5 µM), for inactives: top-dose activity change, negative = inhibition, actives largely listed as inhibitors. 6.9% of 360,000 active;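 note: plate controls were vehicle for no effect and reference inhibitor for full effect; nearly all actives have a fitted effect of over 55% in size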
# Target sequence (P08659 whole entry, looked up): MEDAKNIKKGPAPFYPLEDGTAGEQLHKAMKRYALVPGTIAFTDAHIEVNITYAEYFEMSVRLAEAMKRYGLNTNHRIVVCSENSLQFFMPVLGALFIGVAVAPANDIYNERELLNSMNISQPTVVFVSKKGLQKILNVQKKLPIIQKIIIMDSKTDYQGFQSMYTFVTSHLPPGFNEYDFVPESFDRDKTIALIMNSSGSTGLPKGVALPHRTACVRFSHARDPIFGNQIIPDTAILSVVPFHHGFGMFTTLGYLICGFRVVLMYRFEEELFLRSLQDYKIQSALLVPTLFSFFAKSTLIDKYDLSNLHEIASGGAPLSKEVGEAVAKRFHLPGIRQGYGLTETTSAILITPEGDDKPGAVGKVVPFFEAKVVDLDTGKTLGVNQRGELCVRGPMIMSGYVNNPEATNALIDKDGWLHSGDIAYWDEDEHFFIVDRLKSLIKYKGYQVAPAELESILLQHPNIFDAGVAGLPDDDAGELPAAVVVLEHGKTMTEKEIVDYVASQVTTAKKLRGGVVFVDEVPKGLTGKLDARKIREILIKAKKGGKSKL
#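 Biochemical qHTS of compounds, final roughly 60 µM downward over six points, against 10 nM purified firefly luciferase using Km concentrations of substrates (10 uM D-luciferin, 10 uM ATP) in Tris acetate pH 7.5 buffer; luminescence output.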
# The depositor's hits bear a star; ? = inconclusive; · = not tested or not shown; & = joins results of further samples; [ ] = remark or other dose. Unless noted, calls come from the whole dose curve; as a rule, active = well fitted curve in the direction sought with a large enough effect; inconclusive = small, poorly fitted or top-dose-only effect, or another doubt; inactive = no such curve, though single readings can be large; an effect the other way counts as inactive or inconclusive. Potency is the fitted concentration of half-maximal effect.
Molecule	Rab9 promoter act	MBNL1-CUG inh	ELG1 genotox	VP16 counter	p53 reactivator	NPC1 prom act	BRCA1 expr act	RORgamma inh	uPA surface inh	FLuc modulator
COc1ccc(OC)c(NC(=O)NC2CCCc3ccccc32)c1 (stereo not given)	8%	-1%	1%	-13%	17%	-3%	-11%	-2%	-5%	2%
CN1C(=O)/C(=C/c2cccc([N+](=O)[O-])c2)C(=O)N1c1ccccc1	-2%	4%	?	?	20%	-2%	2%	-2%[1.91 µM]	-1%	15µM*
Cc1ccc(/C=C2\SC(=S)N(CCCC(=O)NNC(=O)c3ccccc3O)C2=O)cc1	-43%[inhibitor]	-8%	-5%	2.8µM*	-11%	-43%[inhibitor]	-77%	1.6µM*	10%	0%
COc1ccc(/C=N/NC(=O)CCCC(=O)NC2CCCCC2)cc1	-4%	-7%	7%	-3%	1%	2%	5%	10%	-1%	?
O=C(NCCN1CCOCC1)c1cc(-c2cccs2)on1	?	?	?	2%	?	13%	-57%	3%	?	-15%
COc1cc(CNCc2cccc(OC)c2OC)cc(OC)c1	-15%	-9%	-8%	3%	?	4%	-22%	2%	?	-14%
CSc1ccc(-c2sc(Nc3cccc4ccccc34)n[n+]2-c2ccccc2)cc1	9%	32%[activator]	-1%	?	2%	8%	-72%	?	-18%	-18%
CCOC(=O)c1ccc(NC(=O)CC2SC3=NCCN3C2=O)cc1 (stereo not given)	2%	-5%	0%	6%	1%	2%	-15%	-12%	3%	-3%
CC1CN(C(=O)Nc2ccc(Br)cc2Cl)CC(C)O1 (stereo not given)	-3%	-7%	0%	7%	9%	-5%	5%	11%	3%	5%
COc1ccc(S(=O)(=O)c2nnn(-c3cccc(Cl)c3)c2N)cc1	2%	-3%	-4%	0%	-3%	0%	-3%&-4%	20%	9%	-2%&0%
CC(=O)C1=C(O)C(=O)N(c2ccc(Br)cn2)C1c1ccc(Br)cc1 (stereo not given)	18%	135%[activator]	16%	-4%	6%	0%	?	21%	?	-10%
Cc1ccc(CS(=O)(=O)Cc2ccc(C(=O)NC3CCCC3)o2)cc1	-3%	1%	2%	-12%	-7%	-4%	-14%	10%	-1%	3%
CC1(C)CC(=O)C=C(c2ccc(Cl)c(C(F)(F)F)c2)C1	-2%	·	-1%	·	5%	-2%	13%	·	5%	-2%
Cc1c(/C=N/NC(=O)C(C)(C)Oc2ccc(Cl)cc2)cnn1C	-2%	-8%	1%	7%	-7%	-2%	7%	5%	·	-1%
COc1ccc(/C=C(/NC(=O)/C=C/c2ccccc2)C(=O)N2CCOCC2)cc1	-7%	17%	-3%	0%	-9%	0%	-12%	23%	-3%	-1%
COc1ccc(CNC(=O)CN2CCN(S(=O)(=O)c3c(C)c(C)cc(C)c3C)CC2)cc1OC	·	·	-4%	·	-9%	·	-25%	·	-6%	·
CCOC(=O)C1CCN(S(=O)(=O)c2nc3nc(C)cc(C)n3n2)CC1	-1%	-3%	-2%	3%	-9%	-3%	-5%	-32%	0%	-1%
Cn1nc(CC(=O)Nc2cccc3ncccc23)c2ccccc2c1=O	-21%	-3%	-9%	?	-7%	-3%	-36%	-11%	-3%	-11%
COc1ccc(S(=O)(=O)NCC(c2cccnc2)N2CCN(C)CC2)cc1C (stereo not given)	0%	-4%	1%	-6%	-5%	-1%	1%	15%	-9%	1%
COc1ccc(OC)c(NC(=O)CSc2nnc3ccc(-c4ccncc4)nn23)c1	5%	?	-3%	8%	2%	-4%	0%	-1%	-2%	2%

# Looked up above.
# Entry of `CCOC(=O)C1CCN(S(=O)(=O)c2nc3nc(C)cc(C)n3n2)CC1` under NPC1 prom act: -3%
# Entry of `COc1ccc(OC)c(NC(=O)CSc2nnc3ccc(-c4ccncc4)nn23)c1` under VP16 counter: 8%

# Later entries
Molecule	Rab9 promoter act	MBNL1-CUG inh	ELG1 genotox	VP16 counter	p53 reactivator	NPC1 prom act	BRCA1 expr act	RORgamma inh	uPA surface inh	FLuc modulator
Cc1cc(OCCCCCn2ccnc2)cc(C)c1Cl	1%	7%	-6%	5%	-7%	0%	-1%	24%	2%	-19%
CCC1Oc2ccc(C)cc2N(CC(=O)NCCC2=CCCCC2)C1=O (stereo not given)	-6%	-6%	-5%	2%	5%	0%	-21%	?	·	0%
Cc1ccccc1Nc1nnc(SCc2cc([N+](=O)[O-])cc3c2OCOC3)s1	1%	13%	-5%	-4%	-5%	-1%	-37%	4%	·	0%
Cc1cccc(S(=O)(=O)NC2CCCCCCC2)c1	1%	5%	0%	-7%	4%	3%	-13%	14%	2%	0%
C[C@@H]1NC(=O)N(CCCn2ccnc2)C1=O	-1%	-4%	-2%	2%	-11%	3%	8%	-7%	2%	1%
O=C(Nc1ccc2c(c1)OCO2)N1CCN(c2ccccc2Cl)CC1	?	7%	?	-3%	20%	?	10µM*	?	·	19µM*
CCN(CC)S(=O)(=O)c1ccc(C(=O)Oc2cc(C)[nH]c(=O)c2[N+](=O)[O-])cc1	-2%	2%	1%	10%	3%	-3%	0%	-13%	1%	3%
Cc1cc(NC(=O)C(C)SCC(=O)N(C)Cc2ccccc2F)no1 (stereo not given)	-1%	·	0%	·	-2%	-2%	0%	·	-1%	4%
Cc1c(C=C2C(=O)c3ccccc3C2=O)cc(C#N)n1C	-5%	3%	-2%	5%	-3%	-4%	8%	20%	4%	1%
CCSc1nnc(Cc2cc(=O)[nH]c(=O)[nH]2)n1-c1cccc(C)c1	-3%	-6%	3%	-8%	3%	-5%	0%	-9%	2%	1%
CCN(CC)c1c([N+](=O)[O-])c(=O)n(CC)c2ccccc12	-1%	12%	-6%	-1%	-2%	1%	-5%	-31%	6%	-3%
CCC(CC)C(=O)Nc1ccccc1-n1cccc1	1%	1%	3%	-7%	2%	0%	7%	-12%	-1%	-2%
N=C1C(=O)OCC1c1ccccc1NC(=O)Nc1ccccc1 (stereo not given)	1%	9%	-6%	-21%	-3%	-3%	31%	-3%	1%	-6%
O=C(O)c1ccc2c(=O)n3c(nc2c1)/C(=C/c1ccccc1OC(F)F)CC3	-13%	?	-1%	6%	5%	1%	6%	-2%	4%	0%
Cc1ccc(SCC(=O)NC(=O)NC(C)C)c(C)c1	-4%	2%	-2%	-11%	8%	1%	-8%	33%	0%	-4%
CCOC(=O)Cn1c(=N)n(Cc2ccccc2)c2ccccc21	-7%	-6%	0%	-3%	-9%	2%	1%	7%	4%	1%
COCCNC(=O)C(C)N1c2cccc3cccc(c23)S1(=O)=O (stereo not given)	-3%	?	7%	2%	-8%	-2%	0%	-12%	-5%	2%
CC1Cn2c(nnc2-c2ccccc2O)S1 (stereo not given)	8%	-5%	0%	4%	-1%	-3%	-4%	-45%	5%	-1%
COc1ccc(OC)c(NC(=O)C2CC(=O)N(Cc3ccco3)C2)c1 (stereo not given)	-4%	·	-1%	·	1%	1%	-3%	·	-4%	8%
CCOc1cc(/C=C2/C(=N)N3N=C(CC)SC3=NC2=O)ccc1OC(=O)c1ccco1	-4%	22%	2%	2%	4%	-2%	-2%	9%	3%	-12%
CSc1ccc(NC(=O)NCCCN2CCC(Cc3ccccc3)CC2)cc1	-2%	-7%	-5%	4%	3%	-5%	-87%	?	23%	0%

# Compounds shown so far with a Cl atom:
Molecule	Rab9 promoter act	MBNL1-CUG inh	ELG1 genotox	VP16 counter	p53 reactivator	NPC1 prom act	BRCA1 expr act	RORgamma inh	uPA surface inh	FLuc modulator
CC1CN(C(=O)Nc2ccc(Br)cc2Cl)CC(C)O1 (stereo not given)	-3%	-7%	0%	7%	9%	-5%	5%	11%	3%	5%
COc1ccc(S(=O)(=O)c2nnn(-c3cccc(Cl)c3)c2N)cc1	2%	-3%	-4%	0%	-3%	0%	-3%&-4%	20%	9%	-2%&0%
CC1(C)CC(=O)C=C(c2ccc(Cl)c(C(F)(F)F)c2)C1	-2%	·	-1%	·	5%	-2%	13%	·	5%	-2%
Cc1c(/C=N/NC(=O)C(C)(C)Oc2ccc(Cl)cc2)cnn1C	-2%	-8%	1%	7%	-7%	-2%	7%	5%	·	-1%
Cc1cc(OCCCCCn2ccnc2)cc(C)c1Cl	1%	7%	-6%	5%	-7%	0%	-1%	24%	2%	-19%
O=C(Nc1ccc2c(c1)OCO2)N1CCN(c2ccccc2Cl)CC1	?	7%	?	-3%	20%	?	10µM*	?	·	19µM*

# From PubChem
